From PubChem BioAssay
12-LOX inh: ALOX12 (human) lipoxygenase inhibition | 580,000 tested, 1.1% active | P18054 | purified 12hLO, xylenol orange hydroperoxide absorbance | Potency, µM (series often up to 108 µM), inactives show at the top dose activity change, negative = inhibition, usual class: inhibitors; further: on the % scale 0 is the no-effect control and ±100 the full control effect
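Purified human 12hLO (150 nM final) in 25 mM Hepes, 0.01% Triton X-100, pH 7.0 was preincubated 15 min at room temperature with compound. Then 40 uM arachidonic acid was added, 30 min. Hydroperoxide was read by Fe-XO absorbance ratio 573/405 nm.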
USP1 inh: blocks the human USP1/UAF1 deubiquitinase complex; O94782; recombinant USP1/UAF1, Ub-Rhodamine cleavage fluorescence; Potency, µM (top dose mostly 57.1 µM), for the others: at the highest dose activity change, negative = inhibition, most hits filed as inhibitors; 390,000 tested, 0.23% active; further: on the % scale 0 is the no-effect control and ±100 the full control effect; nearly all actives have a fitted effect of over 60% in size; inactives centre near -12
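USP1/UAF1 complex (1 nM) preincubated 15 min at room temperature with compound, then Ub-Rho substrate (150 nM final) added. Kinetic fluorescence at 480/540 nm over 6 reads at 60 s intervals; 50 mM HEPES pH 7.8, 0.5 mM EDTA, 0.1 mg/ml BSA, 1 mM TCEP, 0.01% Tween-20.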
RXFP1 ag: agonists of human relaxin receptor RXFP1; HEK293T-RXFP1 cAMP TR-FRET, 30 min; response scale: percent of porcine relaxin response, buffer zero; Potency, µM (doses to about 57.5 µM), without a hit: top-dose activation, most hits filed as activators; 370,000 tested, 0.3% active; further: on the % scale 0 is the no-effect control and ±100 the full control effect; nearly all actives have a fitted effect of over 60% in size; many of its hits are not listed in these tables
Target sequence (Q9HBX9 whole entry, looked up): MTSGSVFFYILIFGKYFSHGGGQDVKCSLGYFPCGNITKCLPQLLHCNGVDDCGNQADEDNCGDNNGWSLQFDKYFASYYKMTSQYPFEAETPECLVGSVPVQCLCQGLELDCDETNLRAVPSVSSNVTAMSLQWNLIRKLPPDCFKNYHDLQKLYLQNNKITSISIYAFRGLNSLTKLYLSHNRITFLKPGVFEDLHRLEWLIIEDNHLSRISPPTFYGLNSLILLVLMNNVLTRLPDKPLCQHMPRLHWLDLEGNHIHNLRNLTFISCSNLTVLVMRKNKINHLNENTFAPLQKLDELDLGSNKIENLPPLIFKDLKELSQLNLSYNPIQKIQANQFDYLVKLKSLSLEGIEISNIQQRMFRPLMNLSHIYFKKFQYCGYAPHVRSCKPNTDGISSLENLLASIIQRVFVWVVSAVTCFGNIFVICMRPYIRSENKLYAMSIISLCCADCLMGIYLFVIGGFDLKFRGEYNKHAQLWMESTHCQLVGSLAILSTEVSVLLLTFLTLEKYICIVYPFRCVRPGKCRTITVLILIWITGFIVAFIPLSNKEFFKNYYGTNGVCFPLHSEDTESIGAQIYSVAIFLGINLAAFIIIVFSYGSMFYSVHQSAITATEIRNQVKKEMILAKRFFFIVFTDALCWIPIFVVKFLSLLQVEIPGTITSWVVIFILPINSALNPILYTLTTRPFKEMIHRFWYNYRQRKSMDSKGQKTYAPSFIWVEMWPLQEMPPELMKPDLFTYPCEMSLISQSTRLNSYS
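HEK293 cells stably expressing RXFP1, treated 30 min at 37C with compounds plus PDE4 inhibitor Ro 20174; cAMP measured by HTRF TR-FRET. Normalized to buffer and 29 nM porcine relaxin; EC50 by Hill fit.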
TrxR1 inh: inhibitors of rat thioredoxin reductase 1; AID 588453; O89049; 390,000 tested, 1% active; recombinant rTrxR1, NADPH fluorescence consumption, selenite substrate; Potency, µM (highest dose often 114 µM), for the others: at the top dose activity change, negative = inhibition, usual class: inhibitors; further: on the % scale 0 is the no-effect control and ±100 the full control effect; nearly all actives have a fitted effect of over 65% in size
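Rat TrxR1 (90 nM in the dispensed reagent) was pre-reduced with 400 uM NADPH for 5 min at room temperature, then incubated with compound for 15 min. After 400 uM selenite was added, NADPH fluorescence (Ex 340/Em 450 nm) was followed for 8 min.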
TrxR1 substrate: rat thioredoxin reductase 1 substrate activity; O89049; purified TrxR1 substrate turnover, NADPH consumption readout; 390,000 tested, 0.01% active; Potency, µM (top dose mostly 114 µM), for the others: at the highest dose activity change, negative = substrate turnover; AID 588456; further: on the % scale 0 is the no-effect control and ±100 the full control effect; nearly all actives have a fitted effect of over 50% in size
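Rat TrxR1, dispensed at 90 nM, was prereduced with 400 uM NADPH (final) for 5 min at ~22 deg C, then incubated with compound 15 min before 400 uM selenite. A first-read NADPH fluorescence drop versus no-compound background flagged substrates.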
RGS4 inh: blocks human RGS4-accelerated GTP hydrolysis; P49798; Transcreener GDP fluorescence polarization, RGS4-accelerated GTP hydrolysis; Potency, µM (series often up to 114 µM), for inactives: at the top dose activity change, negative = inhibition, actives largely listed as inhibitors; 390,000 tested, 0.039% active; AID 504845; further: on the % scale 0 is the no-effect control and ±100 the full control effect; nearly all actives have a fitted effect of over 75% in size; some results filed as inactive show a strong effect at the top dose
Target sequence (P49798 whole entry, looked up): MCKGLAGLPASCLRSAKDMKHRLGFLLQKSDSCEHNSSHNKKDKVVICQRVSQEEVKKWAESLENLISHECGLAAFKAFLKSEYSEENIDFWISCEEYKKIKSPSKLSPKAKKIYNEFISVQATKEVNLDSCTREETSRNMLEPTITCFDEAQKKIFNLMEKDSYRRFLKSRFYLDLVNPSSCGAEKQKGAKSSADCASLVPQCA
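MLSMR compounds (23 nl, pin-transferred) preincubated 10 min at room temperature with a 500nM (2x) first reagent, then RGS4 at 900nM (2x) plus Transcreener GDP mix added; fluorescence polarization (620/688 nm) read before and after 90 min at 30 °C.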
Vif-A3F inh: Vif-A3F binding inhibition | 390,000 tested, 0.2% active | Potency, µM (highest dose often 46.1 µM), without a hit: at the top dose activity, negative = active | HeLa A3F-eYFP + Vif (tagged APOBEC3F with the HIV-1 protein that degrades it), YFP fluorescence increase; further: % of control where 0% means no effect; nearly all actives have a fitted effect of over 65% in size
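Fluorescence increase (Ex 488/Em 500-530) after overnight compound treatment at 37 deg C flags inhibition of Vif-driven A3F-eYFP loss in stable HeLa A3F-eYFP/Vif cells seeded overnight beforehand.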
Vif-A3G inh: Vif-A3G binding inhibition | HeLa A3G-eYFP + Vif (tagged APOBEC3G with the HIV-1 protein that degrades it), YFP fluorescence, overnight | Potency, µM (doses to about 46.1 µM), without a hit: at the top dose activity, negative = active, usual class: inhibitors | 410,000 tested, 0.076% active | AID 602310;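 further: on the % scale 0 is the no-effect control and ±100 the full control effect; nearly all actives have a fitted effect of over 60% in size; hits raise eYFP signal because A3G escapes Vif-driven loss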
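Read-out is eYFP fluorescence (Ex 488/Em 500-530) from Vif-expressing HeLa A3G-eYFP cells; more signal means A3G escaped Vif-mediated degradation. Cells plated overnight, compound pinned in, incubated overnight at 37 deg C.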
mIDH1 inhibitor: human IDH1 R132H inhibition | 390,000 tested, 0.093% active | IDH1-R132H enzyme, NADPH consumption, diaphorase/resazurin fluorescence | Potency, µM (highest dose often 76.6 µM), for the others: at the highest dose activity change, negative = inhibition, usual class: inhibitors | AID 602179; further: on the % scale 0 is the no-effect control and ±100 the full control effect; nearly all actives have a fitted effect of over 65% in size
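IDH1-R132H (0.5 ug/mL) preincubated 30 min with compound, then NADPH (0.016 mM) and alpha-KG (2 mM) added; 80 min at RT, pH 7.5. Remaining NADPH coupled via diaphorase/resazurin to fluorescence (540/590 nm); concentration-response curves normalized to no-enzyme control.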
Starred values were filed as active, the others as inactive; i = inactive; u = inconclusive; x = not tested or not shown; & = joins results of further samples; [ ] = remark or other dose. The call rests on the fitted dose curve; in most records, active means well fitted curve in the direction sought with a large enough effect; inconclusive means small, poorly fitted or top-dose-only effect, or another doubt; inactive means no such curve, though single readings can be large; an effect the other way counts as inactive or inconclusive. Potency means the concentration at half of the fitted maximal effect.

compound	12-LOX inh	USP1 inh	TrxR1 inh	TrxR1 substrate	Vif-A3G inh	RGS4 inh	Vif-A3F inh	mIDH1 inhibitor	RXFP1 ag
Cc1ccc(S(=O)(=O)N(C)C)cc1NC(=O)COC(=O)COc1ccc2c(C)cc(=O)oc2c1	-50%	-8%	1%	36%[activator]	-1%	-4%	1%	1%	x
COc1ccc(C(=O)CCC(C)(C)[N+](=O)[O-])cc1OC	11%	-17%	1%[57.1 µM]	-8%	2%	-10%	-11%	1%	1.5%
O=C(Cn1cc(SCc2c(F)cccc2Cl)c2ccccc21)N1CCCCC1	-16%	u	9%	-4%	-2%	9%	-4%	16%	-0.8%
O=C(NC1CCCCCC1)C(=S)NC1CCCCC1	-9%	-13%	14%[57.1 µM]	-11%	3%	-14%	12%	2%	-1.6%
CCOC(=O)C1CCN(C(=O)c2sc3ncnc(N4CCC(C)CC4)c3c2C)CC1	14%	0%	-3%	-9%	-3%	22%	-1%	7%	2.9%
COc1ccc(/C=N/NC(=S)Nc2ccccc2)cc1COc1ccc(F)cc1	30%	-7%	-13%	-15%	1%	10%	3%	2%	-0.3%
Cc1ccccc1NC(=O)Cc1nc(COC(=O)C(C)C)cs1	-9%	-8%	9%	-4%	4%	4%	-2%	-11%	-0.2%
CC(C)n1nc(C(=O)Nc2nnc(SCc3c(Cl)cccc3Cl)s2)c2ccccc2c1=O	23%	u	14%	9%	0%	-28%	-5%	6%	2.8%
CCCC(=O)Nc1cc(-c2nn(C)c(=O)c3ccccc23)ccc1N1CCCCC1	-6%	-24%	12%	-2%	3%	-25%	2%	-5%	x
COc1ccc(N2CCN(S(=O)(=O)CCNC(=O)c3cc(=O)c4ccccc4o3)CC2)cc1	-1%&-23%	-3%&-29%	-11%	-13%	3%&1%	9%[56.9 µM]	0%&-2%	-10%&1%	-0.7%&2.9%
Cc1ccc(S(=O)(=O)NC(=O)c2ccccc2F)cc1	-6%	-12%	31%	3%	0%	41%	-9%	-5%	0.0%
Cc1nn(-c2ccccc2)c(C)c1/C=N/Nc1nc2ccccc2[nH]1	u	-15%	-11%[57.1 µM]	-8%[57.1 µM]	-6%	11%	-8%	-9%	-2.5%
O=C(c1cccc(N2C(=O)C3CC=CCC3C2=O)c1)N1CCCc2ccccc21 (stereo not given)	u	-19%	9%[57.1 µM]	-6%	-2%	-2%	0%	1%	1.6%
CCOC(=O)c1c(NC(=O)COC(=O)c2nccnc2N)sc2c1CCC2	0%	-3%	9%	14%	-6%	15%	2%	28%	-1.1%
CCOC(=O)c1cc(-c2csc(-c3cccc(Cl)c3)n2)on1	u	2%	12%[57.1 µM]	1%[57.1 µM]	1%	1%	-3%	6%	0.7%
CSc1ccc(-c2nc3ncccn3c2Nc2ccc(C)c(C)c2)cc1	-25%	u	u	-11%	-1%	0%	-7%	0%	14%
NC(=O)COc1ccc(NC(=O)c2ccccc2-c2ccccc2)cc1	0%	-11%	11%	-1%	3%	5%[11.4 µM]	-6%	9%	1.7%
N#Cc1c(-c2ccco2)nc(NCC2CCCO2)[nH]c1=O (stereo not given)	i	-20%	-11%	-12%	0%	4%	x	2%	27%
CCc1ccc(N2CCN(CCNC(=O)Nc3ccc(OC)cc3)CC2)cc1	u	-16%	15%	3%	-1%	-9%	0%	-2%	u
COc1ccccc1/C=C/C(=O)OCCCN(C)C	-12%	-12%	13%[57.1 µM]	16%[57.1 µM]	3%	16%	0%	0%	-1.6%
CCOC(=O)C1CCCN(C(=O)c2ccc(OCC)cc2)C1 (stereo not given)	-9%	-22%	9%	1%	1%	10%	-4%	2%	1.0%
COc1ccc(S(=O)(=O)N2CCN(Cc3cccc(Cl)c3)CC2)cc1	1%	2%	13%	-4%	0%	21%	0%	0%	0.7%
COc1cccc(N2CCN(C(=O)c3cc4c(=O)n(Cc5cccnc5)ccc4nc3C)CC2)c1	2%	-10%	22%[57.1 µM]	8%[57.1 µM]	0%	3%	-3%	-5%	1.1%
COC(=O)C1=CN(C2CC2)C=C(C(=O)OC)C1c1ccc(C(=O)OC)cc1	0%	-9%	47%[57.1 µM]	332%[activator]	-2%	-39%	-3%	8%	4.6%

Molecules above containing an NH in an aromatic ring, in the order listed:
compound	12-LOX inh	USP1 inh	TrxR1 inh	TrxR1 substrate	Vif-A3G inh	RGS4 inh	Vif-A3F inh	mIDH1 inhibitor	RXFP1 ag
Cc1nn(-c2ccccc2)c(C)c1/C=N/Nc1nc2ccccc2[nH]1	u	-15%	-11%[57.1 µM]	-8%[57.1 µM]	-6%	11%	-8%	-9%	-2.5%
N#Cc1c(-c2ccco2)nc(NCC2CCCO2)[nH]c1=O (stereo not given)	i	-20%	-11%	-12%	0%	4%	x	2%	27%

The list goes on.
compound	12-LOX inh	USP1 inh	TrxR1 inh	TrxR1 substrate	Vif-A3G inh	RGS4 inh	Vif-A3F inh	mIDH1 inhibitor	RXFP1 ag
CC(=O)Nc1ccc(S(=O)(=O)NC(C)CCc2ccccc2)cc1 (stereo not given)	13%	-14%	18%	-3%	1%	-1%	2%	-4%	-1.1%
O=C(Nc1ccc(F)c(F)c1)c1cnc(-c2ccccc2)nc1-c1ccccc1	0%	2%	-8%	-11%	-18%	26%	-9%	-4%	20%
COc1ccc(C(=O)c2sc3nc(-c4ccc(F)cc4)ccc3c2N)cc1	-20%	-25%	24%	20%	0%	-7%	0%	-14%	6.7%
COc1cccc(C2C(C(=O)c3cc4cccc(OC)c4o3)=C(O)C(=O)N2c2cc(C)on2)c1OC (stereo not given)	u	-10%	3%	5%[57.1 µM]	-3%	14%	-10%	-3%	u
O=C(NNc1c(Cl)cccc1Cl)c1ccno1	16%	-13%	27%	4%	-6%	19%	-8%	6%	0.5%
O=C(NCc1ccco1)C(=O)N1CCCC1	12%	-18%	24%	7%	0%	0%[11.4 µM]	-6%	3%	-1.7%
CCOC(=O)N1CCN(c2nnc(-c3ccc(C)cc3)c3ccccc23)CC1	u	-22%	12%	5%	0%	11%	-7%	15%	3.2%
Cc1ccc(Nc2c([N+](=O)[O-])c(=O)oc3ccccc23)cc1	-123%	-8%	-4%[57.1 µM]	2%[57.1 µM]	u	8%	2%	0%	-0.8%
CC(=O)c1ccc(NC(=O)c2cc(Cl)sc2Cl)cc1	-13%	-6%	12%[57.1 µM]	-6%	0%	-4%	0%	1%	1.2%
CCOc1ccc(OCCC(=O)OCC(=O)c2c(N)n(CC(C)C)c(=O)n(C)c2=O)cc1	-4%	-16%	x	x	1%	x	6%	1%	x
Cc1ccc(-c2nc3ncccn3c2NC(=O)C2CC2)cc1	11%	-1%	-26%	101%[activator]	2%	11%	-2%	0%	-3.3%
CCn1cc(C(=O)N2CCN(c3ccccc3)CC2)c(=O)c2cc(S(=O)(=O)N(C)C)ccc21	-15%	-5%	8%	-7%	-1%	2%	2%	10%	4.2%
C=CCSc1nnc(NC(=O)COc2ccccc2)s1	14%	-20%	24%	1%	0%	-1%	0%	9%	1.9%
Cc1ccccc1-c1nc(C#N)c(N2CCC(C)CC2)o1	5%	-16%	39%[activator]	53%[activator]	2%	-5%	-23%	-3%	3.2%
CCN(CC(=O)NCc1ccc(Cl)cc1)C(=O)CCc1ccccc1O	11%	-12%	3%	-3%	1%	6%	7%	-5%	0.7%
CC(C)Cc1csc(=S)[nH]1	u	5%	-22%[2.29 µM]	5%[57.1 µM]	2%	-53%	-11%	9%	x
Cc1ccc(NC(=O)C2=C(C(=O)O)CCCC2)cc1Br	0%	-19%	-1%[57.1 µM]	-3%	-2%	-17%	3%	7%	4.1%
COC(=O)CNC(=O)C1Nc2ccc(OC(F)(F)F)cc2C2C=CCC12 (stereo not given)	u	-24%	-9%[57.1 µM]	0%[57.1 µM]	-3%	4%	-2%	-1%	x
Cc1nonc1OC(C)CNCCNc1ccc([N+](=O)[O-])cc1 (stereo not given)	0%	-8%	8%[57.1 µM]	-1%[57.1 µM]	-5%	17%	-6%	7%	-0.9%
Cc1ccc(NC(=O)COC(=O)c2ccccc2Cl)cc1S(=O)(=O)N(C)C	u	-3%	-9%[57.1 µM]	-2%[57.1 µM]	2%	-9%	-1%	-5%	2.2%
O=C(NCc1ccco1)c1ccc(-c2cccc(Cl)c2)o1	-24%	-7%	-51%	-14%[57.1 µM]	-4%	-25%	-4%	3%	-0.1%
COc1ccc2c(=O)c(-c3ccc4c(c3)OCO4)coc2c1	-11%	-22%	13%[57.1 µM]	9%[57.1 µM]	3%	-9%	-2%	-1%	3.1%
Cc1c(C(=O)Nc2ccc(Br)cc2F)sc2ncnc(N(C)C3CCCCC3)c12	u	-16%	-16%[57.1 µM]	-16%[57.1 µM]	x	10%	x	x	u
Cc1nc(N2CCC(C(N)=O)CC2)c2nnn(Cc3ccccc3)c2n1	1%	-6%	-1%	7%	-1%	-22%	-5%	11%	1.5%
CCC(C)Sc1ccc(-c2nc3ccccn3c2NCc2ccccc2)cc1OC (stereo not given)	x	-24%	34%[activator]	112%[activator]	-25%	-4%	-4%	10%	x
CCCCOC(=O)Cc1c(O)c2ccccc2[nH]c1=O	u	-9%	8%[57.1 µM]	15%	3%	11%	-2%	3%	-0.1%

An excerpt; count on the stated rates, not on these rows.
